APJ ag: agonists of human apelin receptor APJ, primary screen, CHO-K1 cells, PathHunter beta-arrestin, luminescence. P35414. 0% DMSO wells, 100% apelin. activation, % at 20 µM. actives 0.11% (n = 330,000). AID 2520, 2010;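 active = activation more than six SD over the plate average, tested at 20 µM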;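 note: 0% = DMSO alone and 100% = apelin-13 at 10 nM; some results filed as inactive read as strong as hits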
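Assay system: engineered CHO-K1 APJ arrestin reporter cells; Amount: 1000 CHO-K1 reporter cells seeded per well; Dosing: one dose, 20 µM compound, 1% DMSO; Times: compound stimulation 90 min at 25 °C, detection 60 min; Measured by: luminescent beta-gal fragment complementation, chemiluminescent substrate; Read-out: APJ–arrestin association signal; Controls: DMSO vs Apelin-13 10 nM.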
TIM10 inh: growth inhibitors of isogenic TIM10 control yeast, primary screen, counter-screen for tim10-1 yeast inhibitor project, luminescence, uHTS | inhibition, % at 10 µM | S. cerevisiae TIM10 strain growth, BacTiter-Glo luminescence, 24 h | actives 1.4% (n = 330,000);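 active = inhibition of 40% or more at the single tested concentration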;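 note: wild-type TIM10 isogenic control strain grown at permissive 25 °C; 0% = DMSO yeast wells and 100% = minimal medium wells without yeast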
XBP1 UPR activ: activators of adaptive XBP1 UPR arm, primary screen, cell-based, CHO-XBP1 luciferase reporter, luminescence, uHTS; IRE1-XBP1 UPR activation; percent of tunicamycin response, DMSO as zero; activation, % at 20 µM; actives 0.33% (n = 330,000); AID 463104, 2010;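 active = versus positive control, 20 µM dose yields 30% or more activation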;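 note: 100% = tunicamycin at 10 µg/mL and 0% = DMSO only wells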
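Material: CHO-XBP1 cells stably carrying IRE1-XBP1-driven luciferase reporter / Amount: 1000 cells per well / Compound: 20 µM, 1% DMSO / Times: 6 h treatment, 37 °C / Detection: luciferase luminescence / Measure: % activation of reporter signal versus tunicamycin and DMSO controls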
GRIN3A LBD mod: binders of NR3A ligand-binding domain, primary screen, biophysical, differential scanning fluorimetry, uHTS; Glutamate receptor ionotropic, NMDA 3A (GRIN3A) ligand-binding domain; NR3A LBD differential scanning fluorimetry, Tm shift; 0% = protein alone, 100% = glycine-bound protein; Tm shift relative to glycine control, % at 25 µM; actives 2.5% (n = 340,000); AID 1259313, 2017;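 active = melting temperature shift of at least 10% of the positive control shift, at one fixed dose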
tim10-1 inh: growth inhibitors of tim10-1 mutant yeast, primary screen, luminescence, uHTS; S. cerevisiae tim10-1 ts strain growth, BacTiter-Glo, 24 h; inhibition, % at 20 µM; actives 2.2% (n = 330,000);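 active = inhibition of at least 40%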;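 note: mutant grown at 25 °C; 0% = DMSO wells with yeast and 100% = wells holding no yeast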
Mdm2-MdmX inh: inhibitors of human Mdm2-MdmX association, primary screen, cell-based, luminescence, split luciferase, SaOS-2, uHTS. AID 485346, 2010. actives 3% (n = 330,000). SaOS-2 split-luciferase Mdm2/MdmX complementation. Protein Mdm4 (Homo sapiens) + E3 ubiquitin-protein ligase Mdm2 (Homo sapiens), …. inhibition, % at 8 µM;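 active = inhibition of at least 50% at 8 µM in the primary screen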
Target sequence (O15151 whole entry, looked up): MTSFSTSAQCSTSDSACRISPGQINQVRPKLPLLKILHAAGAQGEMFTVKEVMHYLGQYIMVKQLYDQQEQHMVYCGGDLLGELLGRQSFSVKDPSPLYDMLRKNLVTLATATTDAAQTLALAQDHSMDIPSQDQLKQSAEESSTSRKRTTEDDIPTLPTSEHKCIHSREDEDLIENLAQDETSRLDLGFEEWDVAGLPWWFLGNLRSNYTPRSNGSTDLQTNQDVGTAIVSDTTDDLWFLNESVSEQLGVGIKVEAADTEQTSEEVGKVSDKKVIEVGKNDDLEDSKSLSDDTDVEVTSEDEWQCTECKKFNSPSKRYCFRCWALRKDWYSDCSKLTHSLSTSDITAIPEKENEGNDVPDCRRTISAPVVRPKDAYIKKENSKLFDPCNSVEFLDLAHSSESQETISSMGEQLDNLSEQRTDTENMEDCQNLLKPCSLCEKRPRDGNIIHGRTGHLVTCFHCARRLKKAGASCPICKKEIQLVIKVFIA
Target sequence (Q00987 whole entry, looked up): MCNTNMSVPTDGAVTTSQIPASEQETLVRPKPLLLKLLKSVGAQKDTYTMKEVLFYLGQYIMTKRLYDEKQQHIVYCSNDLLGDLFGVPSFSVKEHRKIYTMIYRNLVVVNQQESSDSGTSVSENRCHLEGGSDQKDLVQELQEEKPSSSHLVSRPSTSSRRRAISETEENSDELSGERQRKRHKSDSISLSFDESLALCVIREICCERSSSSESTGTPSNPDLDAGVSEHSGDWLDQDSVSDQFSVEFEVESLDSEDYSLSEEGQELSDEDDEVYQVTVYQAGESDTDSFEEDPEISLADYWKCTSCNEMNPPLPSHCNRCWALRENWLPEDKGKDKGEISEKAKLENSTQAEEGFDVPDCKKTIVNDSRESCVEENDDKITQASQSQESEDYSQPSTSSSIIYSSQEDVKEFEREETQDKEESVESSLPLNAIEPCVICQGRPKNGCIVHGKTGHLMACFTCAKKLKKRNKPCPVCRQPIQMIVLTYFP
tim23-1 inh: growth inhibitors of tim23-1 mutant yeast, primary screen, luminescence, uHTS; inhibition, % at 20 µM; S. cerevisiae tim23-1 growth, BacTiter-Glo luminescence, 24 h; AID 463212, 2010; actives 1.3% (n = 330,000);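 active = growth inhibition of the mutant yeast at or above 50%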;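 note: temperature-sensitive mutant grown at 25 °C; plate controls were DMSO-treated mutant yeast for no effect and medium wells lacking yeast for full effect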
CHOP UPR activ: activators of apoptotic CHOP UPR arm, primary screen, cell-based, CHO-CHOP luciferase reporter, luminescence, uHTS; UPR activation; percent of tunicamycin response over DMSO baseline; activation, % at 10 µM; actives 0.34% (n = 330,000); AID 449763, 2010;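 active = at 10 µM dose, activation of 40% or more, normalized to positive control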;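 note: 100% = tunicamycin at 10 µg/mL and 0% = DMSO alone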
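Material: CHO-CHOP cells, stable luciferase reporter of PERK-eIF2a-CHOP signalling; quantity: 500 reporter cells seeded per well; buffer or medium: F12 medium containing 10% fetal bovine serum; compound: one dose, 10 µM in 0.5% DMSO; incubation: 6 h compound treatment, 37 °C; measured by: Steady-Glo luciferase luminescence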
NALP3 yeast inh: NALP3 inflammasome inhibitors in reconstituted yeast, primary screen, luminescence, uHTS | inhibition, % at 10 µM | Yeast reconstituted NLRP3/ASC/caspase-1, beta-gal luminescence, 24 h | AID 2825, 2010 | actives 0.39% (n = 330,000);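 active = inhibition of 50% or more; inactive = inhibition below 50%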;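 note: plate controls were induced DMSO wells for no effect and uninduced yeast grown without galactose for full effect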
Starred values were filed as active, the others as inactive.

SMILES	APJ ag	TIM10 inh	XBP1 UPR activ	GRIN3A LBD mod	tim10-1 inh	Mdm2-MdmX inh	tim23-1 inh	CHOP UPR activ	NALP3 yeast inh
CCOC(=O)c1ccc(Oc2nc(SC)nc(N(C)C)n2)cc1	-2.4	-19.0	-2.0	-3.3	-7.4	12.5	6.0	-1.3	23.5
COc1ccc(CCNC(=O)c2cn(C)c3ccc(S(=O)(=O)N4CCOCC4)cc3c2=O)cc1OC	1.7	5.0	-4.6	0.4	-4.8	9.8	-5.4	0.6	6.9
CCn1c(SCc2c(F)cccc2Cl)nnc1-c1ccco1	-5.1	13.1	1.0	0.5	49.0*	-2.2	43.2	0.2	10.8
O=C(CSc1nn(-c2ccc(F)cc2)c(=S)s1)NC1CCS(=O)(=O)C1 (stereo not drawn)	-2.8	2.5	0.0	-1.9	1.3	-10.6	9.7	-1.7	14.1
N#CC(=C1CCCC1)c1nc(-c2cc3ccccc3oc2=O)cs1	-6.9	-15.0	5.8	0.8	-3.8	15.0	-0.8	3.2	13.1
O=C(c1ccc2c(c1)OCO2)N1CCN(c2ccccc2F)CC1	-0.2	9.7	-2.8	-0.3	20.0	-2.1	8.7	1.8	-0.6
CC1(C)C(=O)OC(C(=O)c2ccccc2)C2(CCCCC2)C1=O (stereo not drawn)	-2.0	32.1	-1.8	-2.6	33.2	2.3	31.6	-2.7	34.5
CCc1ccc(CN(C)C(=O)c2ccc3c(c2)OCCO3)cc1	-4.8	5.9	-0.9	-0.3	31.3	7.0	22.7	-0.7	1.6
O=S(=O)(NCCNS(=O)(=O)c1ccccc1)c1ccccc1	-2.7	0.6	1.0	-0.3	6.7	8.3	6.1	-2.3	-6.2
CC1CN(Cc2cc(=O)[nH]c(C(C)C)n2)CC(C)O1 (stereo not drawn)	-4.5	-12.2	0.1	-0.3	1.0	15.8	0.6	-0.5	16.2
O=C(O)CCC(=O)N1CCC(C(=O)c2cccc(Cl)c2)CC1	-5.1	-12.4	-1.3	1.4	6.8	15.7	-7.1	-0.2	12.5
CCc1nnc(NS(=O)(=O)c2ccc(NC(=O)OC)cc2)s1	-2.1	9.6	-1.8	-1.1	8.9	-20.3	2.4	-2.2	-2.2
COc1ccc(CN(Cc2cc3cc(C)ccc3[nH]c2=O)C(=O)N(C)C)cc1	-5.5	8.1	0.9	-4.3	4.9	20.3	17.9	-1.1	2.5
COc1ccc(-n2nc3c(c2NC(=O)c2ccc4c(c2)OCO4)CS(=O)(=O)C3)cc1	0.6	5.5	0.2	-2.8	-5.6	-6.7	-5.5	-0.9	-1.9
C=CCn1cc(C(=O)c2cc(Br)ccc2O)cc(C#N)c1=O	-2.8	1.5	-3.1	-1.7	-10.2	0.9	12.9	0.7	15.0
COc1cc(CN2CCCC(CO)(Cc3cccc(Cl)c3)C2)cc(OC)c1O (stereo not drawn)	0.3	-8.5	0.3	-0.9	7.9	17.8	-3.5	-0.4	14.6
COc1ccc(CNC(=O)CSc2nnc(NC(=O)c3ccccc3F)s2)cc1	-2.0	-12.9	0.3	-0.5	-16.9	-27.2	-9.8	5.4	8.0
Cc1ccc(C)c(OCc2nnc(NC(=O)c3ccco3)s2)c1	2.8	12.0	0.3	3.2	23.8	6.0	26.9	-0.4	15.7
CC(C)(C)N1C(=O)c2ccccc2NC(=O)N1Cc1ccc(Br)cc1	-4.6	3.1	-2.1	4.2	17.3	-2.8	0.1	-0.7	43.2
O=C(CSc1nnc2ccccn12)Nc1ccccc1Cl	-4.4	-5.1	-0.6	-2.0	-8.1	8.1	-6.9	0.7	-1.7
CCc1cccc(CC)c1NC(=O)C[n+]1cccc(C(N)=O)c1	-3.4	7.1	-2.2	-0.5	-9.4	16.3	9.4	-2.4	-4.2
C/C(=N\Nc1ccc2nncn2n1)c1ccccn1	3.6	-59.6	-1.6	-0.5	-29.4	80.7*	32.8	-3.0	7.1
O=C(NCCCN1CCOCC1)c1cccc(S(=O)(=O)Nc2ccc(F)cc2)c1	-4.1	8.9	-1.2	-0.1	2.6	31.7	2.2	-1.6	3.1
CC(=O)Nc1ccc(S(=O)(=O)N2CCC(=O)Nc3ccccc32)cc1	-4.0	6.1	-1.6	-0.9	0.1	-0.1	1.5	-0.3	2.6
C=CC(C)(C)c1c2occc2c(O)c2ccc(=O)oc12	-3.0	5.6	-0.1	-4.3	3.0	18.0	3.7	-1.2	16.5
CN(C(=O)Cc1c(C(=O)O)n(C)c2ccccc12)c1ccc(F)cc1	-2.1	12.6	-3.3	0.6	1.7	-19.1	3.8	0.3	6.4
COc1ccc(-c2nnn(CC(=O)N(Cc3ccccc3Cl)C(C(=O)NCC3CCCO3)c3ccco3)n2)cc1 (stereo not drawn)	-1.9	3.5	-3.4	2.4	11.4	9.2	-10.5	0.2	-5.2
CCCCCc1ccc(C2=NNC(=O)CC2)cc1	-3.6	-22.1	1.4	-2.9	-13.8	-2.9	27.2	3.5	40.3
CCCNc1nc(C)nc2c1cnn2CCc1ccccc1	-0.3	1.9	7.0	0.0	18.0	-37.8	6.6	4.8	8.9
COc1cccc(NC(=O)c2cc3ccccc3o/c2=N\O)c1	8.5	13.7	-10.1	5.8	-18.0	-77.3	47.4	-0.8	35.3
O=C(N/N=C/c1ccc([N+](=O)[O-])o1)C1CCCC1	3.9	14.1	-0.6	-1.3	28.5	7.7	21.8	0.5	6.5
COc1ccc(/C=C/C(=O)NCC(=O)N/N=C/c2cc(Br)ccc2OCc2ccccc2)cc1	1.6	-23.6	-3.2	0.0	-6.1	39.7	2.9	2.8	15.8
Cc1cc(C(=O)NNC(=O)c2ccc(C)c([N+](=O)[O-])c2)c(C)o1	-2.0	-9.9	1.3	0.6	-12.6	9.8	0.3	2.1	10.2
O=C(NCc1ccc2c(c1)OCO2)C(=O)NCC1OCCN1S(=O)(=O)c1ccc(F)cc1 (stereo not drawn)	-5.7	-2.1	-2.9	0.5	-2.5	7.6	-7.7	0.4	3.9
COc1ccc(S(=O)(=O)N(C)CC(=O)N2CCN(C)CC2)cc1Cl	-1.0	4.3	-0.5	2.4	-12.6	11.2	-2.9	-0.5	-7.4
COc1ccc(C(=O)Nc2ccccc2-c2nnn(CC(=O)NCc3ccco3)n2)cc1	4.9	0.2	2.8	2.1	6.3	17.1	-5.7	3.4	-2.6
CC(=O)Nc1ccc(S(=O)(=O)Nc2ccccc2C(=O)N2CCOCC2)cc1	-1.0	10.6	-2.1	-2.2	-27.3	-1.9	1.2	2.6	6.2
COc1cccc(CN(C(=O)c2ccco2)C(C(=O)NC2CCCC2)c2cccnc2)c1 (stereo not drawn)	-2.2	-6.9	-6.9	0.0	7.5	14.0	1.8	-3.5	-18.8
CCOc1cc(/C=C(/C#N)C(=O)Nc2ccc(O)cc2)cc(Br)c1O	-0.9	-26.3	27.4	13.2*	10.2	69.7*	33.1	-2.5	27.3
CCC(C)NC(=O)CSC1=Nc2ccccc2C2=NC(CCC(=O)NCc3ccco3)C(=O)N12 (stereo not drawn)	-2.4	1.5	-1.7	-0.6	13.5	-5.2	10.4	-0.8	8.5
COc1cc(CN2CCC(CO)(CCOc3ccccc3)CC2)cc(OC)c1	-4.9	-11.2	-3.8	0.4	-23.7	-21.3	-7.3	-1.4	6.4
O=C(NC(NCCCN1CCOCC1)(C(F)(F)F)C(F)(F)F)C1CCCCC1	-4.6	-5.8	1.0	-0.2	-5.6	31.9	-4.0	-2.7	14.6
Cc1nnsc1C(=O)N1CCN(c2ccc(F)cc2)CC1	0.9	-3.9	-0.8	0.2	-23.3	16.6	-1.4	-0.9	17.9
Cc1ccsc1CN1CCN(c2ccccn2)CC1	-3.7	1.3	0.0	-1.3	3.7	-4.1	9.7	1.5	-0.2
O=C(NCC(c1ccco1)N1CCCCC1)c1cccc(S(=O)(=O)Nc2ccc(F)cc2)c1 (stereo not drawn)	0.0	-3.7	-1.5	2.6	7.5	33.6	7.8	-0.7	0.0

Three entries from above, arranged by the value under Mdm2-MdmX inh, highest first.
molecule	Mdm2-MdmX inh
O=C(NCC(c1ccco1)N1CCCCC1)c1cccc(S(=O)(=O)Nc2ccc(F)cc2)c1 (stereo not drawn)	33.6
O=C(NC(NCCCN1CCOCC1)(C(F)(F)F)C(F)(F)F)C1CCCCC1	31.9
O=C(NCc1ccc2c(c1)OCO2)C(=O)NCC1OCCN1S(=O)(=O)c1ccc(F)cc1 (stereo not drawn)	7.6

Continuation:
SMILES	APJ ag	TIM10 inh	XBP1 UPR activ	GRIN3A LBD mod	tim10-1 inh	Mdm2-MdmX inh	tim23-1 inh	CHOP UPR activ	NALP3 yeast inh
Cc1cc(C(=O)NCc2ccccc2)no1	1.2	-5.5	-0.5	-0.8	6.9	-1.2	15.5	1.1	13.9
CC(C)(C)c1cnnn1-c1cccc([N+](=O)[O-])c1	2.1	-5.0	-3.2	-1.4	6.4	13.5	-1.8	-1.6	2.0
COc1cc(/C=N/NC(=O)c2cccnc2)ccc1OCC(=O)N1CCOCC1	-1.8	3.8	-4.2	0.5	12.9	8.5	7.0	-0.6	10.0
Cc1nn(-c2cccc3cccnc23)c(=O)c2ccccc12	-1.5	-3.6	-0.5	-2.7	16.2	-0.1	-3.6	45.3*	20.4
CCCC1/C(=N/O)CC(c2ccccc2)NC1c1ccccc1 (stereo not drawn)	10.8	-20.3	-6.9	-0.2	-0.1	59.2*	10.8	-0.7	12.0
COc1ccc(NCC(O)Cn2cnc3c2c(=O)n(C)c(=O)n3C)cc1 (stereo not drawn)	2.4	4.6	-1.4	-2.2	10.3	-11.5	8.4	-0.5	1.7
COc1ccc(N(C(=O)c2cccnc2)S(=O)(=O)c2ccc(F)cc2)cc1	-0.2	-4.1	-0.6	-1.8	10.9	25.4	-0.3	0.7	-1.8
CC(=O)Nc1cccc(NC(=O)CS(=O)(=O)c2cn(CC(=O)N3CCCC3)c3ccccc23)c1	-1.7	2.1	-5.2	0.2	-7.8	10.8	-14.5	-1.9	12.0
O=C(Nc1nc2ccccc2s1)c1cc(-c2ccco2)nc2ccccc12	-0.3	35.6	-1.4	2.7	33.3	66.2*	29.6	0.9	20.8

Assay outcomes as filed in PubChem BioAssay.
